Source: PubChem (National Center for Advancing Translational Sciences (NCATS))
Anesthetic bind: binds horse apoferritin like a general anesthetic | P02791 | apoferritin/1-aminoanthracene competitive binding, fluorescence | Potency, µM (series often up to 77.5 µM), inactives show at the highest dose activity change, negative = displacement, hits mostly inhibitors | hit rate 0.074% among 350,000 | AID 485281; active = well fitted inhibition curve with a large enough effect; inconclusive = small, poorly fitted or top-dose-only effect; inactive = no such curve, though single readings can be large or run the other way; note: nearly all actives have a fitted effect of over 20% in size
Target sequence (P02791 2-175 limits assumed): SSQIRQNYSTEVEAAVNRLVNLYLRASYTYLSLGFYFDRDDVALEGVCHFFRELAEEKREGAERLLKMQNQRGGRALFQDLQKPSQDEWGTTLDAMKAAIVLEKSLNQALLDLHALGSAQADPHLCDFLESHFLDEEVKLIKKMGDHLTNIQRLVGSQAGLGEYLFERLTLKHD
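Apoferritin-based anesthetic binding model; compound displacement of fluorescent 1-AMA measured as endpoint fluorescence after 10 minutes at room temperature, scaled to free-ligand and complex controls.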
* hit, by the source's call; u = inconclusive; & = joins results of further samples; [ ] = dose if it differs, or a comment. % is set by controls: 0 for no effect and ±100 for the full control effect; potency is the fitted concentration of half-maximal effect.

SMILES	Anesthetic bind
CC(=O)OCC(NC(=O)C1CCCN1C(=O)OC(C)(C)C)C1OC(n2cc(F)c(=O)[nH]c2=O)C(OC(C)=O)C1OC(C)=O (configuration not stated)	1.1%
CSCC[C@H](NC(=O)[C@@H]1CCCN1C(=O)[C@H](CCCN=C(N)N)NC(=O)[C@H](CC(C)C)NC(=O)[C@@H]1CCCN1C(=O)[C@@H](NC(=O)[C@@H](N)CCC(N)=O)C(C)C)C(=O)N[C@H](C(=O)N[C@@H](Cc1ccc(O)cc1)C(=O)N[C@@H](CCCCN)C(=O)O)[C@@H](C)O	3.4%
CCCCNc1nc(C)nc2c1nc(-c1ccccc1)n2CCN1CCCC1	2.7%
COC(=O)[C@@]1(Cc2ccc(F)cc2)[C@H]2c3cc(C(=O)N(C)C)n(Cc4ccc(C)c(F)c4F)c3C[C@H]2CN1C(=O)c1ccccc1	5.3%
Cc1cc2oc(=O)cc(-c3ccccc3)c2c(C)c1-c1ccc(F)c(Cl)c1	-12.6%[110 µM]
CC1CCC(C(C)C)[C@H](O)C1 (some centres not stated)	-11.3%
CC(C)(C)N1C(=O)[C@H]2[C@H]3[C@H](O)[C@H](O)C/C(=N/OC[C@@H](O)COCc4ccco4)[C@H]3CC[C@@H]2C1=O	-1.5%[15.3 µM]
COc1cc2c(c(OC)c1OC)-c1c(cc3c(c1OC)OCO3)CC(C)C(C)C2 (configuration not stated)	1.2%
CC(C)=C1C(=O)C(c2ccccc2)=C2CN3C(=O)N(CCc4ccccc4)C(=O)[C@]3(C)[C@H]21	-16.1%
CCCCNc1nc(C)nc2c1nc(-c1ccccc1)n2CCCN1CCCCC1C (configuration not stated)	-7.4%
CN(C)C(=O)n1nnnc1Cc1ccc(-c2ccccc2)cc1	-8.8%
COc1cc(C2CC(=O)Oc3cc(C)c(Br)c(C)c32)cc(OC)c1OC (configuration not stated)	49.9%[activator][110 µM]
COc1cc2oc(=O)cc(-c3ccc(-c4ccc(O)cc4)cc3)c2c(OC)c1OC	-21.8%[110 µM]
CC[C@H](C)[C@H](NC(=O)[C@H](Cc1ccc(O)cc1)NC(=O)[C@@H]1CCCN1C(=O)[C@H](CCCCN)NC(=O)[C@@H](N)CCCCN)C(=O)N[C@@H](CC(C)C)C(=O)O	7.4%
CO[C@@H]1CC[C@@]2(C)[C@@H](CC[C@@]3(C)[C@H]2CC=C2[C@H]4CC(C)(C)[C@H](O)[C@@H](OC(C)=O)[C@]4(CO)[C@H](O)C[C@]23C)[C@@]1(C)CO (tested in a mixture with another compound)	-3.0%[29.3 µM]
Cc1cccc(CNc2cc(-c3cccnc3)ncn2)c1	-10.5%
CS(=O)(=O)Nc1cccc(-c2nccc(-n3ccnc3)n2)c1	-8.0%
C#CCCCC(=S)Nc1ccccc1	-11.3%
CN(C)C(=O)c1ccc(-c2ccc3ncnc(NC4CCNCC4)c3c2)cc1	-0.8%
NCC[C@H](O)C(=O)N[C@H]1C[C@@H](N)[C@@H](O[C@H]2O[C@@H](CN)[C@@H](O)[C@@H](O)[C@@H]2O)[C@@H](O)[C@@H]1O[C@H]1O[C@@H](CO)[C@@H](O)[C@@H](N)[C@@H]1O	-1.6%[29.3 µM]
CC(C)/C(O)=C1/C(=O)OC(c2ccoc2)[C@@]2(C)C(O)C(O)[C@@]34OC5(C)OC67CC(C)(C(O)[C@@]6(O)C(O)[C@@]3(O5)C12)C(CC(=O)O)[C@@]74C (some centres not stated)	-16.7%
NCCCC[C@H](N)C(=O)N[C@@H](CCCN=C(N)N)C(=O)N1CCC[C@H]1C(=O)N1CCC[C@H]1C(=O)NCC(=O)N[C@@H](Cc1ccccc1)C(=O)N[C@@H](CO)C(=O)N1CCC[C@H]1C(=O)N[C@@H](Cc1ccccc1)C(=O)O	-4.3%
C[C@]12CCC(=O)C=C1CCC1C2C(O)C[C@]2(C)C1CC[C@]2(O)C(=O)CO (some centres not stated)	-5.4%
c1ccc(N2CCN(CCCOc3ccc4c(c3)OCO4)CC2)cc1	-8.3%
Cc1ccc(S(=O)(=O)N2CCC(=O)N([C@H](COCc3cccc(C(F)(F)F)c3)Cc3ccccc3)CC2)cc1	100.1%[activator]

(listing goes on)
SMILES	Anesthetic bind
COc1cccc([C@@H]2Oc3ccc(Br)cc3C(=O)[C@H]2O)c1	u
Cc1ccc2c(=O)c3ccccc3n(CCCN)c2c1C	867.2%&3.8%[activator]
Cc1oc(C)c(C(=O)Nc2ccccc2)c1C	-10.5%
CCC1=C2CC[C@H]3C(=O)N(C)C(=O)[C@H]3[C@H]2[C@@]2(C)C(=NCC(=O)OC)OC(=O)N2C1=O	-10.3%
COC(=O)NC(/C(C(=O)OC)=C(\C)NCc1ccccc1)c1cccc(F)c1 (configuration not stated)	2.5%[15.3 µM]
CO[C@@]1(NC(=O)Cc2cccs2)C(=O)N2C(C(=O)O)=C(COC(N)=O)CSC21 (some centres not stated)	1.0%
COC(=O)[C@@H]1C[C@H]1[C@@H](NC(=O)c1cc(C)on1)c1ccccc1	-8.5%
CC(=O)Oc1ccc2c(c1C(C)C)CCC1C(C)(C)CCC[C@@]21C (some centres not stated)	11.3%
COC(=O)[C@@H]1CC2=CC(=O)CC[C@]2(C)[C@@]23O[C@@H]2C[C@@]2(C)[C@H](CC[C@@]24CCC(=O)O4)[C@@H]13	2.6%
Cc1cccc([C@H]2[C@@H]3C=CC(C)C[C@@H]3C(=O)N2Cc2ccccc2)c1 (some centres not stated)	59.6%[activator][110 µM]
CCCn1c(-c2ccc(F)cc2)nc2c(N3CCN(C)CC3)nc(C)nc21	-10.5%
CCN1C(=O)[C@H]2[C@@H]3[C@H](O)[C@H](O)CC(=O)[C@H]3CC[C@H]2C1=O	3.8%&3.6%[15.3 µM]
CC(C)c1c(O)ccc2c1CCC1[C@@](C)(C=O)CCC[C@@]21C (some centres not stated)	u
Nc1c2ccccc2nc2c(O)cccc12	4.5%[29.3 µM]
O=S1(=O)C2CC3C=CC2(CN1Cc1cccc(F)c1)O3 (configuration not stated)	-11.5%
CC[C@H](C)[C@H](NC(=O)[C@H](Cc1ccc(O)cc1)NC(=O)[C@H](Cc1cnc[nH]1)NC(=O)[C@H](CCCNC(=N)N)NC(=O)[C@H](CC(C)C)NC(=O)[C@H](C)NC(=O)[C@H](CO)NC(=O)[C@H](Cc1ccc(O)cc1)NC(=O)[C@H](Cc1ccc(O)cc1)NC(=O)[C@H](CCCNC(=N)N)NC(=O)[C@H](C)NC(=O)[C@H](CC(C)C)NC(=O)[C@H](CC(=O)O)NC(=O)[C@H](CCC(=O)O)NC(=O)[C@H](C)NC(=O)[C@@H]1CCCN1C(=O)[C@H](C)NC(=O)[C@H](CC(=O)O)NC(=O)[C@H](CCC(=O)O)NC(=O)CNC(=O)[C@@H]1CCCN1C(=O)[C@H](CC(N)=O)NC(=O)[C@H](CC(=O)O)NC(=O)[C@@H]1CCCN1C(=O)[C@H](CCCCN)NC(=O)[C@H](CO)NC(=O)[C@@H]1CCCN1C(=O)[C@@H](N)Cc1ccc(O)cc1)C(=O)N[C@@H](CC(N)=O)C(=O)N[C@@H](CC(C)C)C(=O)N[C@H](C(=O)N[C@H](C(=O)N[C@@H](CCCNC(=N)N)C(=O)N[C@@H](CCC(N)=O)C(=O)N[C@@H](CCCNC(=N)N)C(=O)N[C@@H](Cc1ccc(O)cc1)C(N)=O)[C@@H](C)O)[C@@H](C)CC	-11.6%
O=C1CCCCC2CCCCN12 (configuration not stated)	u
O=C(/C=C\C=C/c1ccc2c(c1)OCO2)N1CCCCC1	-22.2%[29.3 µM]
CS(=O)(=O)c1ccc(CNC(=O)[C@]2(C(F)(F)F)C[C@H](CCc3ccccc3)CCCO2)cc1	2.2%
C=CCOC(=O)C(C(C)=O)C(NC(=O)OC)c1cccc(C)c1 (configuration not stated)	-9.1%[15.3 µM]
CC[C@H](C)[C@H](NC(=O)[C@@H]1CCCN1C(=O)[C@H](C)NC(=O)[C@H](CC(N)=O)NC(=O)[C@@H]1CCCN1C(=O)[C@@H]1CCCN1C(=O)[C@H](CCCN=C(N)N)NC(=O)[C@H](Cc1ccc(O)cc1)NC(=O)[C@H](C)NC(=O)[C@@H]1CCCN1C(=O)[C@@H]1CCCN1C(=O)[C@@H](N)[C@@H](C)O)C(=O)N[C@@H](CC(C)C)C(=O)O	23.0%
CCCCC/C=C\C/C=C\CCCCCCCC(=O)O[C@@H](CO)COC(=O)CCCCCCCCCCCCCCCCC	-10.6%&-7.6%
COc1cc2nc(N(C)CCCNC(=O)[C@@H]3CCCO3)nc(N)c2cc1OC	9.3%[29.3 µM]
COC(=O)[C@@H]1C[C@H]1[C@@H](NC(C)=O)c1ccccc1	3.0%
COC(=O)c1ccc(C(NC(=O)OCc2ccccc2)/C(=C/[C@@H](C)C(=O)NCc2nc3ccccc3s2)c2cccnc2)cc1 (some centres not stated)	-1.2%

For convenience, part of the list above.
SMILES	Anesthetic bind
COc1cccc([C@@H]2Oc3ccc(Br)cc3C(=O)[C@H]2O)c1	u
Cc1ccc2c(=O)c3ccccc3n(CCCN)c2c1C	867.2%&3.8%[activator]

New compounds follow:
SMILES	Anesthetic bind
COC(=O)[C@@H]1C[C@@]1(C)[C@@H](NC(=O)OCc1ccccc1)c1ccccc1	-7.3%
COc1cccc2c1C(=O)c1c(O)c3c(c(O)c1C2=O)C[C@@](O)(C(=O)CO)C[C@@H]3OC1C[C@@H](N)[C@H](O)[C@H](C)O1 (some centres not stated)	-22.3%
CN1CCN(c2ccc(Nc3c4ccccc4nc4ccccc34)cc2)CC1	-15.5%
Nc1ncnc2c1ncn2C1CC(O)C(CO)O1 (configuration not stated)	3.4%
N[C@@H](Cc1cc(I)c(Oc2ccc(O)cc2)c(I)c1)C(=O)O	3.0%
O=C1C=C(O)c2ccccc2C1=O	-15.1%
COc1cccc(C2=Nn3c(nnc3-c3ccccc3OC)SC2)c1	u
NCC1O[C@@H](O[C@@H]2C(O)[C@H](O[C@H]3OC(CO)C(O)C(N)C3O)[C@@H](N)C[C@H]2N)C(N)C(O)C1O (some centres not stated)	2.5%
COc1ccccc1N1CCN(CCN2C(=O)c3ccccc3C(C)(C)C2=O)CC1	-16.7%
COC(=O)CCCOc1ccc(Cl)cc1Cl	-11.9%
COC(=O)[C@@]1(Cc2ccccc2)[C@H]2c3cc(C(=O)N4CCCC4)n(Cc4ccc(OC)c(OC)c4)c3C[C@H]2CN1C(=O)c1ccccc1	0.8%
CC1CC[C@@]2(OC1)OC1CC3C4CC[C@H]5CC(O)CC[C@@]5(C)C4CC[C@]3(C)C1C2C (some centres not stated)	-13.8%
COc1cccc([C@H]2Oc3ccc(OC)cc3/C(=N\OCC[C@@H]3C=C[C@H](OC(C)=O)[C@H](COC(C)=O)O3)[C@@H]2O)c1	1.1%[15.3 µM]
CC(C)=C1C(=O)C(c2ccccc2)=C2CN3C(=O)N(CCc4ccccc4)C(=O)[C@]3(Cc3ccc(C(F)(F)F)cc3)[C@H]21	-3.8%
CCCCCCCCCCCCC/C=C/[C@@H](O)[C@H](CO)NC(=O)CCCCCCC	-6.9%
CSc1ccc([C@H]2CN3CCC[C@H]3c3ccccc32)cc1	-13.0%
COC(=O)c1cc(=O)c(O)c2c(O)c(O)ccc2c1	-17.4%
CC(=O)OC1CC2C(C)(C)C(=O)CC[C@]2(C)C2CC[C@@]3(C)C(c4ccoc4)OC(=O)C4OC43[C@]12C (some centres not stated)	-6.9%
Fc1ccc(Nc2nc(-c3cccnc3)nc3ccccc23)cc1	-17.8%
Cc1ccc(CNC(=O)[C@@H]2C[C@H]2[C@@H](NP(=O)(c2ccccc2)c2ccccc2)c2ccccc2)o1	-17.5%
O=c1c(-c2ccccc2)coc2cc(O)cc(O)c12	-2.0%
COC(=O)[C@@H]1CC[C@H](C)[C@@H](c2ccc(C)cc2)N1C(=O)c1ccc(/C=N\OCC[C@@H]2C=C[C@H](OC(C)=O)[C@H](COC(C)=O)O2)cc1	-8.4%[15.3 µM]
COC(=O)CNC(=O)C1(C)C=CC2(CCCCC2)N1C(C)=O (configuration not stated)	-4.3%
COc1cc2ccc(=O)oc2c(OC)c1OC	-4.5%
Cc1ccc(S(=O)(=O)N[C@H]2COC(=O)[C@H](C)COC(=O)C/C=C\[C@H]2C)cc1	-4.3%[15.3 µM]
COc1ccc2c(c1OC)OCC(c1ccc(OC)c(OC)c1OC)C2 (configuration not stated)	-16.0%
COC1C=CO[C@@]2(C)Oc3c(C)c(O)c4c(O)c(c(C=NN5CCN(C)CC5)c(O)c4c3C2=O)NC(=O)/C(C)=C\C=CC(C)C(O)[C@@H](C)C(O)C(C)[C@H](OC(C)=O)C1C (some centres not stated)	u
CCCCC/C=C\C/C=C\C/C=C\C/C=C\CCCC(=O)C(F)(F)F	u
CC(C)CO/N=C1/[C@H]2O[C@@H]2[C@@H](O)[C@H]2[C@H]1CCn1c(=O)n(Cc3cc4c(cc3Cl)OCO4)c(=O)n12	-11.1%[15.3 µM]
COc1ccc(CNC(=O)Nc2ccc([N+](=O)[O-])cc2)cc1	-13.9%

An excerpt from above in order of molar mass, lowest first:
SMILES	Anesthetic bind
O=C1C=C(O)c2ccccc2C1=O	-15.1%
COC(=O)c1cc(=O)c(O)c2c(O)c(O)ccc2c1	-17.4%
COc1ccc2c(c1OC)OCC(c1ccc(OC)c(OC)c1OC)C2 (configuration not stated)	-16.0%
NCC1O[C@@H](O[C@@H]2C(O)[C@H](O[C@H]3OC(CO)C(O)C(N)C3O)[C@@H](N)C[C@H]2N)C(N)C(O)C1O (some centres not stated)	2.5%
CC(C)=C1C(=O)C(c2ccccc2)=C2CN3C(=O)N(CCc4ccccc4)C(=O)[C@]3(Cc3ccc(C(F)(F)F)cc3)[C@H]21	-3.8%

A portion of the library; rates above refer to the full screens.
